Mtb UGM inh: M. tuberculosis UGM enzyme inhibitors, primary screen, biochemical, fluorescence polarization, single point; UDP-galactopyranose mutase (Mycobacterium tuberculosis (strain ATCC 25618 / H37Rv)), …; purified UGM, fluorescence polarization probe displacement; inhibition, % at 10 µM; 320,000 compounds, 0.06% hits; AID 504406, 2011; in the data active means inhibition above about 10%, passing the limit was not always enough; inconclusive means no clear call, values can overlap the other calls
Target sequence (P9WIQ1 whole entry, looked up): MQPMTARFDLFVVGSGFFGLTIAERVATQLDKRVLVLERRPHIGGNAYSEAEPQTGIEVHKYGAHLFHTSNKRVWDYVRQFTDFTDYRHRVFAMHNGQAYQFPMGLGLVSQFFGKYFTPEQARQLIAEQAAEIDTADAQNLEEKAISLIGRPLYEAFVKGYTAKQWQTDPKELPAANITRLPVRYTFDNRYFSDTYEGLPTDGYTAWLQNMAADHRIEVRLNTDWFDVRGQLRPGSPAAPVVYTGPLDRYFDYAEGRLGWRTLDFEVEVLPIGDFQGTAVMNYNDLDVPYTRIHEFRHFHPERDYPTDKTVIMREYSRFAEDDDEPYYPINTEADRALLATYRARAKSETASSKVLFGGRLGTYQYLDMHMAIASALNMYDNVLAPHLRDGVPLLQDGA
Anthrax LF inh2: Bacillus anthracis LF protease inhibitors, primary screen, biochemical, multiplex microsphere, MLPCN library | multiplex microsphere protease cleavage assay | inhibition, % at 10 µM | 360,000 compounds, 0.12% hits; further: plate controls were buffer without enzyme for full effect and enzyme alone for no effect
FadD28 binding: inhibitors of FadD28 bisubstrate probe binding, primary screen, biochemical, fluorescence polarization, single point. inhibition, % at 12.5 µM. AID 588549, 2011. 360,000 compounds, 0.22% hits; in the data active means inhibition above about 8.5%, passing the limit was not always enough; inconclusive means no clear call, values can overlap the other calls
BoNT F protease: BoNT/F light chain protease inhibitors, primary screen, biochemical, flow cytometry, MLPCN library; Botulinum neurotoxin type F light chain protease (Clostridium botulinum); Multiplex microsphere protease cleavage assay; inhibition, % at 10 µM; 360,000 compounds, 0.22% hits; in the data active means inhibition above about 35%, passing the limit was not always enough; inconclusive means no clear call, values can overlap the other calls; further: plate controls were buffer without enzyme for full effect and enzyme alone for no effect
GDH-TPI inh: GDH-TPI coupling enzyme inhibitors, primary screen, artefact control for M. tuberculosis FBA inhibitor project, biochemical, absorbance, full deck | GDH-TPI coupled enzyme counterscreen, NADH absorbance | inhibition, % at 4.8 µM | 360,000 compounds, 1.2% hits; in the data active means inhibition above about 30%;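 further: 0% = DMSO wells and 100% = wells lacking the enzyme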
Mtb BioA inh: M. tuberculosis BioA enzyme inhibitors, primary screen, biochemical, plate reader, single point, HTS; 7,8-diaminopelargonic acid synthase BioA (Mycobacterium tuberculosis); purified M. tuberculosis BioA enzyme; inhibition, % at 9.99 µM; 360,000 compounds, 0.096% hits; AID 602481, 2012; in the data active means inhibition above about 40%; inconclusive means no clear call, values can overlap the other calls
PfHsp40 rescue: rescue of yeast from PfHsp40 toxicity, primary screen, S. cerevisiae, ATP luminescence; S. cerevisiae expressing PfHsp40, growth rescue; 340,000 compounds, 0.68% hits; growth rescue, % at 12.5 µM; in the data active means growth rescue above about 28%, passing the limit was not always enough; inconclusive means no clear call, values can overlap the other calls;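 further: yeast W303a lacking pdr1 and pdr3 grown in galactose medium; growth measured after three days at 30 °C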
BoNT-A LC inh2: BoNT/A light chain protease inhibitors, primary screen, biochemical, flow cytometry, MLPCN library; multiplex microsphere protease substrate cleavage; inhibition, % at 10 µM; 360,000 compounds, 0.17% hits; further: plate controls were buffer without enzyme for full effect and enzyme alone for no effect
Mtb FBA inh: Mtb FBA enzyme inhibitors, primary screen, biochemical, fluorescence, strain H37Rv; Fructose-bisphosphate aldolase (Mycobacterium tuberculosis (strain ATCC 25618 / H37Rv)), …; purified M. tuberculosis FBA, fluorescence read-out; 360,000 compounds, 2.3% hits; inhibition, % at 1 µM; in the data active means inhibition above about 27%;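 further: 0% = vehicle and 100% = reference inhibitor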
Target sequence (P9WQA3 whole entry, looked up): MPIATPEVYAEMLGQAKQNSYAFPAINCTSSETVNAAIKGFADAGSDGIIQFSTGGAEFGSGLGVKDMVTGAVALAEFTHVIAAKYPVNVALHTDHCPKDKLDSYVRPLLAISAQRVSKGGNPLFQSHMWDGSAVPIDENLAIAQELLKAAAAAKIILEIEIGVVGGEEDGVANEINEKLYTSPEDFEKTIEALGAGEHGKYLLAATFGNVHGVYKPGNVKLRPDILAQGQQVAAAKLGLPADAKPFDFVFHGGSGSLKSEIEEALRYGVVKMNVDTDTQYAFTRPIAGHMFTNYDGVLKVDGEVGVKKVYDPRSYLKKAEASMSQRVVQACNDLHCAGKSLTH
Starred values were filed as active, the others as inactive; ? = inconclusive; / = not tested or not shown; & = joins results of further samples. Unless noted, no stated cut-off is given here; in the data, active means inhibition above about 30%; inconclusive means no clear call, values can overlap the other calls; inactive means below that.

1: COC(=O)c1ccc(C23CC4(C2)[C@H](CN(Cc2ccc(C(F)(F)F)cc2)[C@@H]4c2ccccc2)C3c2ccccc2)cc1 (some centres not stated)
2: Cc1ccc(C(=O)OCC(=O)NCCc2ccccc2)cc1S(=O)(=O)N1CCOCC1
3: O=C1NC(=O)N(c2cccc(F)c2)C(=O)/C1=C/c1ccc(N2CCOCC2)cc1
4: COc1ccc(S(=O)(=O)N2CCC(C(=O)NCC3CCCO3)CC2)cc1OC (configuration not stated)
5: O=C(CSc1nnc(Cc2ccccc2)n1-c1cccc(Cl)c1)N1CCOCC1
6: COc1ccccc1C(=O)C1CCCN(C(=O)C2CCCC2)C1 (configuration not stated)
7: CNC(=S)Nc1ccc(-c2nc3ccc(C)cc3s2)cc1
8: Cc1onc(-c2c(Cl)cccc2Cl)c1C(=O)NCCc1ccc(S(N)(=O)=O)cc1

Assay by compound	1	2	3	4	5	6	7	8
Mtb UGM inh	0.1	-2.0	-1.5	-1.4	-1.0	-0.7	2.6	0.9
Anthrax LF inh2	1	2	-8	0	-2	-4	-6	4
FadD28 binding	-0.5	0.2	-1.8	-2.4	-1.6	-2.6	-5.8	-2.7
BoNT F protease	-6	5	?	-1	13	3	-14	3
GDH-TPI inh	-1	9	11	-8	5	-8	20	5
Mtb BioA inh	-0.6	-0.6	-0.2	/	/	/	-0.3	0.0
PfHsp40 rescue	-0.1	6.3	0.3	-0.7	-0.5	-0.2	14	0.8
BoNT-A LC inh2	0.1	-1.3	-0.6	-0.1	-1.0	0.0	0.3	1.7
Mtb FBA inh	1	0	-2	-6	0	3	93*	2

Four entries picked at random from those above:
8: Cc1onc(-c2c(Cl)cccc2Cl)c1C(=O)NCCc1ccc(S(N)(=O)=O)cc1
5: O=C(CSc1nnc(Cc2ccccc2)n1-c1cccc(Cl)c1)N1CCOCC1
7: CNC(=S)Nc1ccc(-c2nc3ccc(C)cc3s2)cc1
3: O=C1NC(=O)N(c2cccc(F)c2)C(=O)/C1=C/c1ccc(N2CCOCC2)cc1

Assay by compound	8	5	7	3
Mtb UGM inh	0.9	-1.0	2.6	-1.5
Anthrax LF inh2	4	-2	-6	-8
FadD28 binding	-2.7	-1.6	-5.8	-1.8
BoNT F protease	3	13	-14	?
GDH-TPI inh	5	5	20	11
Mtb BioA inh	0.0	/	-0.3	-0.2
PfHsp40 rescue	0.8	-0.5	14	0.3
BoNT-A LC inh2	1.7	-1.0	0.3	-0.6
Mtb FBA inh	2	0	93*	-2

The listing continues:
9: C=CCn1c(C2CCCCC2)n[nH]c1=S
10: CC(=O)Nc1ccc(S(=O)(=O)NCCC(=O)Nc2cccc(Cl)c2)cc1
11: O=C(O)c1ccc(NS(=O)(=O)c2cccc3cccnc23)cc1
12: Cc1nnc(NC(=O)CSc2nc(N)c(NC(=O)c3cccs3)c(=O)[nH]2)s1
13: COC(=O)c1cc2c(cc1[N+](=O)[O-])OCO2
14: Cc1ccc(NC(=O)C(Cc2ccccc2)NC(=O)OCc2ccccc2)cc1C (configuration not stated)
15: COC(=O)c1ccc(CNC(=O)COC(=O)c2ccc(N(C)C)cc2)cc1
16: CCCN(CCC)C(=O)Cc1coc2ccc3ccccc3c12

Assay by compound	9	10	11	12	13	14	15	16
Mtb UGM inh	0.4	0.6	0.8	-0.5	3.3	-0.4	2.2	2.3
Anthrax LF inh2	0	0	-6	1	-1	-4	-6	-4
FadD28 binding	0.1	-3.1	-0.2	-3.9	-0.6	-0.1	-0.9	-1.2
BoNT F protease	-1	2	-3	1	-2	-8	-2	-22
GDH-TPI inh	0	-8	-5	4	8	13	8	-1
Mtb BioA inh	0.0	-0.1	-0.3	-1.1	/	/	/	-1.2
PfHsp40 rescue	-2.4	0.7	0.0	0.9	-2.5	-0.9	-0.4	2.6
BoNT-A LC inh2	0.1	1.4	-0.6	0.4	-0.2	-0.8	-0.3	-1.1
Mtb FBA inh	-2	-1	-1	-4	3	-1	2	1

17: COc1ccccc1CCC(=O)Nc1ccc2c(c1)CN(Cc1ccc(CO)o1)CC2
18: CN(C)C(=O)Oc1ccc(-c2cn3cc(C(F)(F)F)ccc3n2)cc1
19: Cc1ccc(S(=O)(=O)NNC2=NS(=O)(=O)c3ccccc32)c(C)c1
20: COCCNC(=O)C(c1ccc(C)o1)N(C(=O)Cn1nnc2ccccc21)c1ccccc1 (configuration not stated)
21: COc1ccc(S(=O)(=O)N(C)C[C@H]2Oc3c(NC(=O)NC4CCCCC4)cccc3C(=O)N([C@H](C)CO)C[C@@H]2C)cc1
22: Nc1ccc(N(c2ccccc2)c2ccc(N)cc2)cc1
23: CC1(C)C(N(O)C(=O)Nc2ccccc2)N(c2cccc(Cl)c2)C(=O)N1O (configuration not stated)
24: COc1ccccc1NC(=O)CSc1nc(N)cc(N)n1

Assay by compound	17	18	19	20	21	22	23	24
Mtb UGM inh	-3.6	1.9	1.4	-0.4	1.4	-0.7	0.0	-0.8
Anthrax LF inh2	3	-3	-2	1	8	-29	6	2
FadD28 binding	1.4	-2.9	0.0	-3.7	-1.2	0.2	-0.9	-0.9
BoNT F protease	4	10	-4	-1	-6	-140	20	3
GDH-TPI inh	-7	6	2	1	6	1	-1	-1
Mtb BioA inh	-1.0	0.1	/	0.9	0.8&1.6	/	-2.3	/
PfHsp40 rescue	-0.3	0.9	-0.5	1.0	-0.1	-0.8	0.4	0.3
BoNT-A LC inh2	-0.2	1.4	-0.3	0.3	-0.4	-0.4	0.7	2.9
Mtb FBA inh	2	34*	-1	1	-2	-5	2	-1

25: O=C(O)CCNc1cc2ccccc2cc1C(=O)O
26: Cc1nc(N2CCN(S(=O)(=O)c3ccc(Br)cc3)CC2)c2c(C)c(C)sc2n1
27: Cc1ccc(-n2nc(C)c(C3(O)C(=O)N(C)c4ccccc43)c2N)cc1 (configuration not stated)
28: CC(C)N(Cc1ccccc1)C(=O)CN1c2cccc3cccc(c23)S1(=O)=O
29: CC(C)(C)CC(=O)NCc1cccs1
30: O=C(Nc1ccccc1C(=O)NC1CCCCC1)c1ccccc1
31: O=C(NCCc1ccc(Cl)cc1)c1cc(S(=O)(=O)N2CCCC2)ccc1F
32: CCSc1nccc(-c2nn(-c3ccc(C)cc3)ccc2=O)n1

Assay by compound	25	26	27	28	29	30	31	32
Mtb UGM inh	4.4	-0.7	-0.6	3.2	1.5	4.8	/	0.6
Anthrax LF inh2	-2	-2	0	5	-4	0	-2	2
FadD28 binding	0.4	-0.2	-4.1	/	-0.9	-2.6	-2.2	-2.9
BoNT F protease	5	-6	-1	2	-13	8	0	-11
GDH-TPI inh	5	2	-4	6	6	0	4	18
Mtb BioA inh	-1.8	-2.4	/	0.6	-2.2	-1.6	0.5	-0.3
PfHsp40 rescue	-0.8	2.2	-1.4	70*	-1.1	1.0	/	1.1
BoNT-A LC inh2	-1.2	-0.2	0.1	-0.1	-0.9	2.8	-0.2	1.3
Mtb FBA inh	2	-4	1	15	0	0	-4	5

33: Fc1ccc2nc(-c3ccccc3)nc(SCc3nnc(-c4ccccc4)o3)c2c1
34: O=C(Cc1ccccc1[N+](=O)[O-])NNC(=O)c1ccncc1
35: O=C(NCCc1ccccn1)c1c(-c2ccsc2)sc2ccccc12
36: CCNC(=O)COC(=O)CCNC(=O)c1ccc(Cl)cc1
37: COc1cccc(NC(=O)C2CCC(CNS(=O)(=O)c3cccc4cccnc34)CC2)c1 (configuration not stated)
38: Cc1cccc(N2CCN(C(=O)Cn3cccc3C(=O)c3ccccc3)CC2)c1C
39: O=C(Nc1ccc(N2CCOCC2)c(Cl)c1)c1ccc(F)cc1
40: NC(=O)CSc1nnc(-c2cc(-c3cccs3)nc3ccccc23)o1

Assay by compound	33	34	35	36	37	38	39	40
Mtb UGM inh	-0.4	-1.1	/	0.2	-2.9	-0.7	0.9	2.3
Anthrax LF inh2	-2	?	1	1	0	-1	-3	0
FadD28 binding	1.0	-0.3	-0.7	-4.5	-2.3	0.0	-2.5	0.3
BoNT F protease	-1	?	-1	-10	-6	0	-4	1
GDH-TPI inh	-2	9	7	0	-10	3	13	16
Mtb BioA inh	/	-1.0	-1.6	-1.0	-1.3	/	4.5	-1.9
PfHsp40 rescue	-0.8	0.3	-0.4	-0.3	1.2	-0.4	2.4	-1.4
BoNT-A LC inh2	1.0	?	0.5	-1.9	-1.9	0.3	-0.2	-0.3
Mtb FBA inh	-7	5	5	-3	2	-1	-2	18

41: CCOP1(=O)C=C(C(C)(C)C)OC1c1ccc(F)cc1 (configuration not stated)
42: CC(=O)c1cc(F)c(N2CCN(CCC#N)CC2)cc1C
43: CC[C@@H](C)C(NC(=O)OC(C)(C)C)c1cn([C@@H](CCC(=O)OC(C)(C)C)C(=O)N2CCN(C(=O)OC(C)(C)C)CC2)nn1 (some centres not stated)
44: CCCn1c(SCC(=O)c2ccc(CC)cc2)n[nH]c1=O
45: O=C(NCCN1CCOCC1)C1CCN(S(=O)(=O)N2CCCCC2)CC1
46: CCCn1c(=O)[nH]c(=O)c2c1nc(-c1ccc(C(F)(F)F)cc1)n2CCOC
47: Cc1ccccc1Sc1ncccc1[N+](=O)[O-]
48: COc1ccc(CCNC(=O)C2CCN(C(=O)c3ccc(C(C)(C)C)cc3)CC2)cc1

Assay by compound	41	42	43	44	45	46	47	48
Mtb UGM inh	1.8	-0.3	0.1	-0.5	0.3	-1.5	-0.9	2.1
Anthrax LF inh2	-3	0	-13	0	0	-12	0	-12
FadD28 binding	-1.4	0.7	-5.0	-3.9	-0.4	-0.5	1.6	-0.3
BoNT F protease	-6	-11	-2	3	-17	-1	4	-5
GDH-TPI inh	3	6	0	-2	-3	-4	1	10
Mtb BioA inh	-0.1	1.6	1.3	-1.6	1.2	1.1	/	-2.4
PfHsp40 rescue	-0.7	-0.6	1.7	-1.5	-1.6	-0.6	-1.2	1.3
BoNT-A LC inh2	-1.0	-0.2	-0.6	-0.6	-1.6	3.5	0.2	-7.7
Mtb FBA inh	-1	0	2	0	0	14	4	1

49: CCCCc1ccc(NC(=O)N2CCNC(=O)C2CC(=O)Nc2ccsc2C(=O)OC)cc1 (configuration not stated)
50: COCCSc1ccccc1C(=O)Nc1cc(C)on1
51: CCCn1c(=S)[nH]c2ccc(C(F)(F)F)cc21
52: c1ccc(CCN2CN(CCCN3CCOCC3)c3nc4ccccc4n3C2)cc1
53: O=C(Nc1cccc(S(=O)(=O)N2CCCC2)c1)c1ccncc1
54: CN1CCN(c2cc(C(F)(F)F)nc3ccc(F)cc23)CC1
55: O=C(Nc1nccs1)Oc1ccccc1
56: CCOC(=O)c1c(NC(=O)/C=C/C(=O)O)sc(C)c1-c1ccc(F)cc1
57: COc1ccc(NC(=O)c2ccco2)c(NC(=O)Cc2cccs2)c1
58: CCC(=NCCc1c(C)[nH]c2ccc(OC(F)(F)F)cc12)C1=C(O)CC(c2ccccc2)CC1=O (configuration not stated)

Assay by compound	49	50	51	52	53	54	55	56	57	58
Mtb UGM inh	0.4	0.0	0.0	0.6	-1.4	-0.3	-0.9	0.3	-1.8	0.1
Anthrax LF inh2	0	-2	-3	-6	5	-6	-7	-2	-7	-6
FadD28 binding	-3.1	-2.2	-2.3	-3.6	-0.1	-2.8	0.9	-1.9	-4.3	-5.4
BoNT F protease	13	-17	-8	-22	11	?	2	-4	-11	-6
GDH-TPI inh	2	2	2	4	-2	-5	19	15	-3	1
Mtb BioA inh	-0.5	1.6	3.3	1.5	-1.0	-0.2	-2.1	/	-0.1	/
PfHsp40 rescue	5.9	-1.6	-0.2	1.0	0.7	-0.6	-0.9	7.7	-0.3	0.3
BoNT-A LC inh2	-3.1	-2.2	-0.3	-1.8	-0.2	?	?	-0.5	0.1	-0.1
Mtb FBA inh	-1	0	-3	4	4	-2	0	2	-8	-1

High-throughput results (PubChem BioAssay)
